RMI FANCM FP – RMI-FANCM interaction inhibition | actives 0.58% (n = 70,000) | FP signal (polarization) at 33 µM | Fluorescence polarization, RMI core complex with F-MM2 peptide; hits give low values; in the data active = FP signal below about 40; note: inactives centre near 61; strong numbers were not always called active; unit not given here
* marks the source's active call; other numbers are inactive results; & = joins results of further samples; ! = repeats disagree. Only part of the results is shown; rates above refer to the full screens.

No. | mol | RMI FANCM FP
1 | O=C(Cn1ncn2nc(-c3ccc(Cl)cc3)cc2c1=O)Nc1ccccc1C(F)(F)F | 62
2 | Cn1c(=O)[nH]c(=O)c2c1nc(SCCN1CCCCC1)n2Cc1ccccc1 | 58
3 | COc1ccc2c(=O)c(OC)c(-c3ccccc3)oc2c1 | 67
4 | CCC(C)c1ccccc1OCC(=O)Nc1ccc(S(N)(=O)=O)cc1 (stereo unspecified) | 58
5 | COc1ccc(N2CCN(C(=O)c3ccc(=O)[nH]n3)CC2)cc1 | 52
6 | O=C(O)c1ccc(CNS(=O)(=O)c2cccc(Cl)c2)cc1 | 72
7 | O=[N+]([O-])c1ccc(N2CCC2)cc1 | 58
8 | Cc1ccc(N2CCCS2(=O)=O)cc1NC(=O)C(=O)NCCc1ccc(Cl)cc1 | 62
9 | O=S(=O)(Cc1nc(-c2cccc(C(F)(F)F)c2)no1)c1ccc(Cl)s1 | 92
10 | CCc1nnc(NC(=O)c2ccc(-n3nncc3C)cc2)s1 | 62
11 | CC1CCc2nc(NC(=O)C3CCCN3S(C)(=O)=O)sc2C1 (stereo unspecified) | 66
12 | NC(=O)C1=C(N=C2CCCCC2)CCCC1 | 59&80

Continued; it opens with the 3 that closed the last part.
No. | mol | RMI FANCM FP
10 | CCc1nnc(NC(=O)c2ccc(-n3nncc3C)cc2)s1 | 62
11 | CC1CCc2nc(NC(=O)C3CCCN3S(C)(=O)=O)sc2C1 (stereo unspecified) | 66
12 | NC(=O)C1=C(N=C2CCCCC2)CCCC1 | 59&80
13 | COC(=O)c1scc(C)c1N | 55
14 | COc1ccc(CNC(=O)Cn2ncn3nc(-c4ccc(F)cc4)cc3c2=O)cc1 | 119
15 | O=C(NC(=S)Nc1ccc(S(=O)(=O)N2CCOCC2)cc1)c1sc2ccccc2c1Cl | 65
16 | CC(Sc1ncc(-c2cccc(Br)c2)o1)C(=O)Nc1ccccc1 (stereo unspecified) | 97
17 | O=C(NC1(C(F)(F)F)Oc2ccccc2O1)OC1CCCCC1 | 58
18 | O=C(NCCS(=O)(=O)N1CCN(c2ccccc2F)CC1)c1ccccc1 | 53
19 | O=C(Nc1nnc(-c2cc(Cl)ccc2Cl)o1)c1c(F)cccc1F | 57
20 | COc1ccc2nc(-c3ccc(Cl)c(NC(=O)Cc4ccccc4)c3)cn2n1 | 131
21 | COc1ccc(S(=O)(=O)NCCCn2nc(-c3ccccc3)ccc2=O)cc1OC | 68
22 | Cc1ccc(N(Cc2ccco2)C(=O)COc2c(Cl)cc(Cl)cc2Cl)cc1 | 73
23 | Cc1ccc(C)c(S(=O)(=O)NC(C)C(=O)Nc2ccccc2F)c1 (stereo unspecified) | 74
24 | CC(=O)OC(C(=O)N(Cc1ccccc1)c1ccccc1)c1ccccc1 (stereo unspecified) | 54

Pulled by compound from the list above (3):
No. | mol | RMI FANCM FP
21 | COc1ccc(S(=O)(=O)NCCCn2nc(-c3ccccc3)ccc2=O)cc1OC | 68
22 | Cc1ccc(N(Cc2ccco2)C(=O)COc2c(Cl)cc(Cl)cc2Cl)cc1 | 73
15 | O=C(NC(=S)Nc1ccc(S(=O)(=O)N2CCOCC2)cc1)c1sc2ccccc2c1Cl | 65

Next section
No. | mol | RMI FANCM FP
25 | Cc1ccc2[nH]c3c(=O)n(CCC(=O)NC4CC4)cnc3c2c1 | 62
26 | C/C(=N/N)c1c(-c2ccccc2)c2cc(C)ccc2[nH]c1=O | 64
27 | C=CCn1c(=NC(=O)c2ccc(C(C)=O)cc2)sc2cc3c(cc21)OCO3 | 199
28 | O=C(Cc1cc(=O)[nH]c(SCc2cccc(Cl)c2)n1)NCc1ccc2c(c1)OCO2 | 58
29 | CC(CC(=O)O)S(=O)(=O)c1ccc(Cl)cc1 (stereo unspecified) | 60
30 | Cc1ccc(COc2cn(CC(=O)Nc3cc(C)on3)c(C)cc2=O)cc1 | 57
31 | O=C(NCc1nnc(SCc2cccc([N+](=O)[O-])c2)o1)c1cccc(C(F)(F)F)c1 | 57
32 | O=C(Cc1ccccc1Cl)N/N=C(\C(=O)O)c1ccccc1 | 62
33 | CCO/C=C1\SC(=S)N(/N=C\c2cccc(Cl)c2)C1=O | 79
34 | CS(=O)(=O)N1CCC(C(=O)Nc2nc3cc4c(cc3s2)OCO4)CC1 | 63
35 | NC[C@H]1O[C@H](O[C@H]2[C@H](O)[C@@H](O[C@H]3O[C@H](CO)[C@@H](O)[C@H](N)[C@H]3O)[C@H](N)C[C@@H]2N)[C@H](N)[C@@H](O)[C@@H]1O | 64
36 | Cc1ccc2cc(NC(=O)c3cc(C)n(C)n3)ccc2n1 | 56
37 | COc1ccc(Cn2ccnc2SCC(=O)Nc2cc(C(F)(F)F)ccc2Cl)cc1 | 59
38 | O=C(Nc1nc2c(Cl)cccc2s1)c1cc(=O)c2ccccc2o1 | 53
39 | CC(C)NC(=O)Cn1c(-c2ccccn2)nc2ccccc21 | 59
40 | CC1CCCN(c2nc(Nc3cccc(F)c3)c3cnn(-c4ccccc4)c3n2)C1 (stereo unspecified) | 57
41 | Cc1nc(CSc2ncnc3sc4c(c23)CCC4)cs1 | 70
42 | CC(C)(C)n1ncc2c(=O)n(CCC(=O)N3CCN(c4ccccc4)CC3)cnc21 | 79
43 | CNC(=O)Cn1c(=O)c2c(N3CCN(C(=O)c4ccco4)CC3)ccnc2n(C)c1=O | 61
44 | Cn1sc(=O)c2cc(S(=O)(=O)NC3CC3)ccc21 | 54
45 | CCOc1ccc(NC(=O)CC(NCCc2ccc(OC)cc2)C(=O)O)c([N+](=O)[O-])c1 (stereo unspecified) | 51
46 | Cc1cccc(Nc2ccccc2C(=O)O)c1C | 25*!
47 | CN(C)CC1(C(OC(=O)c2ccc([N+](=O)[O-])cc2)c2cccc(F)c2)CCCCC1 (stereo unspecified) | 58
48 | CCOC(=O)c1sc(NC(=O)c2ccc(S(=O)(=O)N(C)C)cc2)nc1-c1ccccc1 | 70
49 | CCc1ccc(S(=O)(=O)NCCN2CCN(c3ccccc3F)CC2)s1 | 64
50 | COc1ccccc1Nc1nc(Nc2cc(C)cc(C)c2)nc(N2CCOCC2)n1 | 53
51 | O=C(CSc1nnc(CNC(=O)C23CC4CC(CC(C4)C2)C3)n1CCc1ccccc1)Nc1ccccc1 | 61
52 | COC(=O)CS/C(=C(\C=N/O)c1ccccc1)C(F)(F)F | 52
53 | Cc1ccc2nc(NC(=O)c3ccnn3C)sc2c1 | 69
54 | COc1ccc(C2CC(c3c(C)nc4ccc(Cl)cc4c3-c3ccccc3)=NN2C(=S)Nc2ccccc2)cc1 (stereo unspecified) | 71
55 | Nc1c2cnc(N3CCCC3)nc2nc(=O)n1-c1ccc(Cl)cc1 | 48
56 | O=C(CN1CCN(c2nc3cc(Cl)ccc3s2)CC1)c1ccc2c(c1)OCCO2 | 69
57 | CC1CCN(CC(=O)Nc2ccccc2C#N)CC1 | 70
58 | CC(=O)Oc1ccccc1C(=O)Nc1ccc2c(c1)C(=O)N(C)c1ccccc1O2 | 71
59 | O=C(NCCOc1ccc2nnc(-c3cccc(F)c3)n2n1)c1ccc2c(c1)OCO2 | 68
60 | Cc1nn(Cc2cccc(C(=O)N=S(C)(=O)c3ccc(Cl)cc3)c2)c(C)c1Br (stereo unspecified) | 56
61 | CN(C)S(=O)(=O)c1ccc(C(=O)Nc2nnc(SCC(=O)NCC3CCCO3)s2)cc1 (stereo unspecified) | 61
62 | CC1CN(CCn2cnc3c(N)ncnc32)CC(C)O1 (stereo unspecified) | 58
63 | N#CC(C#N)=Cc1cn(-c2ccccc2)nc1-c1cc2ccccc2o1 | 47
64 | COc1ccc(OCC(=O)Nc2ccc3c(c2)CC(=O)N3)cc1 | 52
65 | c1ccc(-c2cn3ccccc3n2)cc1 | 54
66 | O=C(CCN1C(=O)S/C(=C\c2ccccc2)C1=O)N1CCOCC1 | 55
67 | CCOC(=O)N=S(=O)(Oc1ccc([N+](=O)[O-])cc1)c1ccccc1[N+](=O)[O-] (stereo unspecified) | 62
68 | O=C(CCCN1C(=O)c2cccc3cccc(c23)C1=O)N1CCN(C/C=C/c2ccccc2)CC1 | 99
69 | COCc1cc(=O)[nH]c(Cc2c(Cl)cccc2Cl)n1 | 56
70 | O=[N+]([O-])c1ccc(OCS(=O)(=O)c2ccc(F)cc2F)c(Cl)c1 | 59
71 | COC(=O)c1c(C)noc1-c1ccno1 | 60
72 | O=C(COc1cccc2ccc(N3CCC(Cc4ccccc4)CC3)nc12)Nc1ccc2c(c1)OCO2 | 56
73 | O=C(CSc1nc(-c2cccs2)cc(C(F)(F)F)n1)c1ccc2c(c1)OCO2 | 64
74 | CCOCCn1c(=NC(=O)c2ccn(C)n2)sc2cc(C(=O)OCC)ccc21 | 62
75 | O=C(Cn1c2c(c(=O)n(C3CCCCC3)c1=O)CCC2)NCc1cccnc1 | 57
76 | CS(=O)(=O)CS(=O)(=O)Nc1cccc(OC(F)(F)F)c1 | 51
77 | Cc1cccc(-c2noc(Cn3c(=O)n(C(C)C)c(=O)c4ccccc43)n2)c1 | 63
78 | O=C1NCCOc2ccc(NS(=O)(=O)Cc3ccccc3Cl)cc21 | 66
79 | CCCC(=O)Nc1nnc(Cc2ccc(C)c(C)c2)o1 | 64
80 | O=C(Cc1csc(Nc2ccc(OC(F)(F)F)cc2)n1)NCc1cccnc1 | 62
81 | O=C(O)CN1C(=O)CCC1=O | 69
82 | Cc1nc2ccc(NC(=O)Cc3ccc4ccccc4c3)cc2s1 | 77
83 | CS(=O)(=O)N1CCC(C(=O)NCc2ccccc2)CC1 | 68
84 | C#CCn1c(=NC(=O)c2cc(C)n(CC)n2)sc2cc(SC)ccc21 | 68

(listing goes on)
No. | mol | RMI FANCM FP
85 | COc1cccc(OC)c1C(=O)NCC(c1ccc2c(c1)CCN2C)N1CCCC1 (stereo unspecified) | 67
86 | Fc1c(F)c(F)c(Nc2ccccc2)c(F)c1F | 57
87 | CCn1nccc1C(=O)Nc1nnc(-c2cc3cccc(OC)c3o2)o1 | 66
88 | CC(=O)N1CCN(c2ccnc3c2c(=O)n(Cc2ccc(C(F)(F)F)cc2)c(=O)n3C)CC1 | 68
89 | Nc1ncc(Br)cn1 | 52
90 | CC(C)(C)OC(=O)N1CCC(CNS(=O)(=O)c2ccc3c(c2)OCCO3)CC1 | 63
91 | CC1(C)C2CC[C@]3(C)C(C(=O)C=C4[C@H]5C[C@@](C)(C(=O)O)CC[C@]5(C)CC[C@]43C)[C@@]2(C)CC[C@@H]1O (stereo partly specified) | 53
92 | CCN(CC)CCN(C(=O)c1ccc(S(=O)(=O)N(C)C2CCCCC2)cc1)c1nc2ccc(F)cc2s1 | 79
93 | COc1ccc(NC(=O)C23CC4CC(C)(CC(C)(C4)C2)C3)cc1OC | 64
94 | Cc1nc(SC(C)c2ccccc2)[nH]c(=O)c1CC(=O)Nc1ccc(F)c(F)c1 (stereo unspecified) | 62
95 | Cc1cc(NC(=O)C2COc3ccccc3O2)n(-c2nc3ccc(F)cc3s2)n1 (stereo unspecified) | 70
96 | O=[N+]([O-])c1c(Sc2ccccc2)sc(Sc2ccccc2)c1[N+](=O)[O-] | 55

The final 4 compounds of the part before are carried over, then new ones follow.
No. | mol | RMI FANCM FP
93 | COc1ccc(NC(=O)C23CC4CC(C)(CC(C)(C4)C2)C3)cc1OC | 64
94 | Cc1nc(SC(C)c2ccccc2)[nH]c(=O)c1CC(=O)Nc1ccc(F)c(F)c1 (stereo unspecified) | 62
95 | Cc1cc(NC(=O)C2COc3ccccc3O2)n(-c2nc3ccc(F)cc3s2)n1 (stereo unspecified) | 70
96 | O=[N+]([O-])c1c(Sc2ccccc2)sc(Sc2ccccc2)c1[N+](=O)[O-] | 55
97 | CC1=C(Cl)C(=O)C(Cl)(Cl)C(Cl)C1=NS(=O)(=O)c1ccccc1 (stereo unspecified) | 60
98 | COC(=O)c1ccc(-c2csc(NC(=O)c3ccnn3C)n2)cc1 | 114
99 | Cc1ccc(C(=O)CC2OC(=O)c3ccccc32)o1 (stereo unspecified) | 63
100 | O=S(=O)(Cc1ccccc1Cl)NCC1CCN(C2CCCC2)CC1 | 72
101 | O=C(O)c1cccc2c1/C(=N\Nc1ccc([N+](=O)[O-])cc1[N+](=O)[O-])c1ccccc1-2 | 60
102 | Cc1cccc(NC(=O)Nc2ccc(CN3CCN(c4ccccn4)CC3)cc2)c1 | 65
103 | Cc1cc(NC(=O)NCCCSc2nnnn2-c2ccccc2)no1 | 54
104 | COc1ccc(S(=O)(=O)NCC(c2ccsc2)N2CCN(C)CC2)c(OC)c1 (stereo unspecified) | 64
105 | COc1ccc(C)c2sc(N3CCN(C(=O)C4CCCN4S(C)(=O)=O)CC3)nc12 (stereo unspecified) | 69
106 | CCN(c1ccccc1)S(=O)(=O)c1ccc(C(=O)Nc2nnc(-c3ccccc3SC)o2)cc1 | 55
107 | CC(C)Cn1c(=O)c2ccc(C(=O)NC(C)C)cc2n2c(SCC#N)nnc12 | 64
108 | COc1ccc(-c2n[nH]c(=O)c3nc(C)sc23)cc1OC | 69
109 | O=C1OC(C(=O)NCCc2ccccc2)Cc2ccc(Cl)cc21 (stereo unspecified) | 67
110 | COc1ccc(CCC(=O)NCCCn2nc(-c3cccnc3)ccc2=O)cc1 | 67
111 | COc1ccc(Cl)cc1NC(=O)Nc1ccccc1 | 55
112 | CS(=O)(=O)N1CCC(C(=O)Nc2ccc3c(c2)N(C(=O)C2CCCC2)CC3)CC1 | 63
113 | CN(C)CCCNC(=O)C(=O)Nc1cccc(F)c1 | 64
114 | Cn1ncc(NC(=O)O/N=C(/N)c2cc(C(F)(F)F)cc(C(F)(F)F)c2)c1-n1cccc1 | 54
115 | Cc1nc2sc(C(c3ccc(Cl)c(Cl)c3)N3CCCC3)c(O)n2n1 (stereo unspecified) | 58
116 | O=c1cc[nH]c2ccc(OC(F)(F)F)cc12 | 61
117 | Cc1noc(C)c1CSc1nnc2ccc3ccccc3n12 | 71
118 | COc1cc(C(=O)NC(=S)N2CCc3ccccc32)cc(OC)c1OC | 66
119 | Cc1cc(C)n2ncc(-c3ccc(Cl)cc3)c2n1 | 57
120 | O=C(CCC1CCCCC1)NCCn1ncc2c(=O)n(Cc3cccc(F)c3)cnc21 | 68
121 | N#Cc1c(NC(=O)COc2ccc(Cl)cc2Cl)sc2c1CCCC2 | 68

Screening data from PubChem BioAssay.
